HDAC3 inh: HDAC3 deacetylase inhibitors, primary screen, biochemical, fluorescence, cell-free homogeneous. Histone deacetylase 3 (Homo sapiens), O15379. recombinant HDAC3, fluorogenic peptide/trypsin coupled. inhibition, % at 8.3 µM. 0.15% of 320,000 active. AID 2718, 2010; in the data active means inhibition above about 26%, passing the limit was not always enough
Target sequence (O15379 whole entry, looked up): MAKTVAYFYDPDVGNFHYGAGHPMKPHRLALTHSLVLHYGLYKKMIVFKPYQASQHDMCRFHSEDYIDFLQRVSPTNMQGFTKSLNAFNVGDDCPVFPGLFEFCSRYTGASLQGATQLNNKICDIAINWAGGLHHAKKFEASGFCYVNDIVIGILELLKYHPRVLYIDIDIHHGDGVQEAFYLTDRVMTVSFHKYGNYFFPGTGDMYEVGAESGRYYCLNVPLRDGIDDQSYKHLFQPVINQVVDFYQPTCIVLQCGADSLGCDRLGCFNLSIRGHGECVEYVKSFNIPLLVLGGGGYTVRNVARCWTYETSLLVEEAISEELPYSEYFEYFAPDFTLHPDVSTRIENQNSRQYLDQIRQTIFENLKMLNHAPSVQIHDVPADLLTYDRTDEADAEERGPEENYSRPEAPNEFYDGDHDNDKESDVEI
GSK3A inh: blockers of GSK3A enzyme activity – biochemical, luminescence, cell-free homogeneous, HTS, primary screen | Glycogen synthase kinase-3 alpha (Homo sapiens), P49840 | GSK-3 alpha kinase, ADP-Glo luminescence, 60 min | inhibition, % at 10 µM | 0.1% of 320,000 active | AID 2650, 2010;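 in the data active means inhibition above about 50%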;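 further: GST-tagged GSK-3 alpha with peptide substrate and 25 µM ATP; 0% = DMSO neutral wells and 100% = GW8510 positive control wells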
Dyrk1A ADPGlo: rat Dyrk1A kinase inhibitors, primary screen, biochemical, single point, plate reader | ADP-Glo luminescence, NFATc1 peptide | inhibition, % at 12.5 µM | 0.43% of 310,000 active | AID 504441, 2011; in the data active means inhibition above about 50%;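 further: plate controls were vehicle with enzyme for no effect and no enzyme for full effect; many of its hits are not listed in these tables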
KCNK3 block: human KCNK3 channel inhibitors, primary screen, CHO cells, FluxOR thallium flux, B-score. Potassium channel subfamily K member 3 (Homo sapiens), O14649. FluxOR fluorescence; stronger effect = lower value. B-score at 10 µM. 0.84% of 340,000 active;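 active means B-score under library mean minus 4 SD, starting fluorescence ratio at most library mean plus 5 SD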;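 further: more negative B-score means stronger inhibition of thallium flux through KCNK3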
Target sequence (O14649 whole entry, looked up): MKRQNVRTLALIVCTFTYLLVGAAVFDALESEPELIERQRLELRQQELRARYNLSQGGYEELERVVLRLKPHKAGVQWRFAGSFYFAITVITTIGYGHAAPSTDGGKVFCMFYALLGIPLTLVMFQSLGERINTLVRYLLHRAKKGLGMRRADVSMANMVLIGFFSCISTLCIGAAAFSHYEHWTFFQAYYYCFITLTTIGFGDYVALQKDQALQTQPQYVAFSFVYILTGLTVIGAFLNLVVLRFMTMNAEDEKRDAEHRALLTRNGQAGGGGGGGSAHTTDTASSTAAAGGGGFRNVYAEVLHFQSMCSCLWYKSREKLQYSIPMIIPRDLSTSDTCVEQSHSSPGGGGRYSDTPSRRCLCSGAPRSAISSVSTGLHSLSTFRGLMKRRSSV
* marks the source's active call; other numbers are inactive results; i = inactive. A portion of the library; the hit share may differ from the screen's.

no.	canonical_smiles	HDAC3 inh	GSK3A inh	Dyrk1A ADPGlo	KCNK3 block
1	CC(C)Oc1ccc(S(=O)(=O)N2CCOCC2)cc1NC(=O)C1CCCCC1	5	16	-6	i
2	C[C@@H]1CN([C@@H](C)CO)C(=O)c2cc(NC(=O)Nc3ccc(F)cc3)ccc2O[C@@H]1CN(C)Cc1ccc(Oc2ccccc2)cc1	20	-1	2	i
3	COc1cc(NCc2ccccc2)c2ncn(C(C)C)c2c1	2	2	7	i
4	CC1CC(OC(=O)c2ccccc2C(=O)c2ccc(Cl)cc2)C(=O)O1 (configuration not stated)	0	0	3	i
5	COc1ccc(Cl)cc1-c1nc(SCC(=O)N(C)C2CCS(=O)(=O)C2)n[nH]1 (configuration not stated)	-2	0	5	i
6	CC(=O)c1ccc(OC(C)C(=O)OCC(=O)NCCc2ccccc2)cc1 (configuration not stated)	-2	-2	-1	i
7	CCN(CC)S(=O)(=O)c1ccc2[nH]c(=O)cc(C(=O)N(C)C3CCS(=O)(=O)C3)c2c1 (configuration not stated)	3	1	6	i
8	COc1ccc(NC(=O)N(C)C[C@H]2Oc3c(NC(=O)C4CCCCC4)cccc3C(=O)N([C@H](C)CO)C[C@@H]2C)cc1	3	-2	-4	i
9	NS(=O)(=O)c1cccc(NC(=O)c2ccc(NS(=O)(=O)c3cccc([N+](=O)[O-])c3)cc2)c1	-1	1	7	i
10	Cc1nc(SCCc2nc3ccccc3[nH]2)c2oc3ccccc3c2n1	0	-2	0	i
11	CCOc1ccc(NC(=O)CN2CCN(c3ccccc3C)CC2)cc1S(=O)(=O)N1CCCC1	3	3	-2	i
12	CCO/C=C1\C(=O)N(c2ccccc2)C(=O)c2ccccc21	-5	-3	7	i
13	CCOC(=O)c1[nH]c(C)c(C(=O)OCC(=O)NCc2ccc(Cl)cc2)c1C	-2	2	-1	i
14	CC12CCC(=O)N1C(C(=O)Nc1nc3ccccc3s1)CS2 (configuration not stated)	0	-3	7	i
15	COc1ccc(NC(=O)N(C)C[C@@H]2Oc3ccc(NC(=O)NC(C)C)cc3CC(=O)N([C@H](C)CO)C[C@@H]2C)cc1	-1	-4	-2	i
16	CC1CCC2(CC1)NC(=O)N(NC(=O)c1cccs1)C2=O (configuration not stated)	3	-4	-5	i
17	C[C@H](NS(=O)(=O)c1ccccc1)C(=O)N1CCN(C(c2ccccc2)c2ccccc2)CC1	4	1	-6	i
18	O=c1[nH]c(O)c(N=Nc2ccc(Cl)c(S(=O)(=O)Nc3ccccc3Cl)c2)c(=O)[nH]1	-3	2	-2	i
19	COc1ccc(C)cc1NC(=O)COC(=O)CCC(=O)c1cccs1	3	0	-2	i
20	O=C(COC(=O)c1ccc(S(=O)(=O)NCc2ccco2)cc1)NCc1ccc(F)cc1	1	1	-3	i

Continuation:
no.	canonical_smiles	HDAC3 inh	GSK3A inh	Dyrk1A ADPGlo	KCNK3 block
21	CC1(C)CC(=O)C=C(c2cccc(O)c2)C1=O	1	-3	8	i
22	CCCCN1CC(=O)N2[C@H]3c4cc(C)ccc4OC[C@@H]3[C@H](C(=O)OCC)[C@]2(C)C1=O	4	-1	6	i
23	CCCN(CC(=O)Nc1ccccc1C)C(=O)CCCOc1ccc(Br)cc1	10	-5	1	i
24	NCCCCCc1cn([C@@H](CO)C(=O)NCCCCCCCCCCC(=O)N2CCNCC2)nn1	4	1	-2	i
25	O=S(=O)(Nc1ccccc1N1CCOCC1)c1ccccc1C(F)(F)F	0	-2	-1	-10*
26	Cc1cc(C(=O)NCCN2CCN(c3cccc(Cl)c3)CC2)n(-c2ccccc2)n1	-7	-1	0	i
27	COc1ccc(SC[C@H](Cc2ccccc2)N2CC[C@@H](O)CCC2=O)cc1	0	-4	-6	i
28	Cc1ccc(S(=O)(=O)NCC(=O)OCC(=O)N2CC(=O)Nc3ccccc32)cc1	-7	0	-2	i
29	C#CCOCCOCCOCCNc1nc(N2CCN(C(=O)CCCCCCCCCCNC(=O)Cn3cc(CCCCCN)nn3)CC2)nc(N2CCN(C(=O)CCCCCCCCCCNC(=O)[C@@H]([C@H](C)O)n3cc(C)nn3)CC2)n1	10	11	2	i
30	O=C(OCCCc1cc2ccccc2c(=O)o1)c1ccccc1C(F)(F)F	0	-1	0	i
31	Cc1ccsc1C(=O)OCC(=O)NCc1ccccc1	8	1	1	i
32	COc1ccc([C@H]2CC(=O)C=C(c3c(C)cc(C)cc3C)C2)cc1	4	-1	-6	i
33	COc1ccc(NC(=O)CN(C)C2CCS(=O)(=O)C2)cc1 (configuration not stated)	-3	1	0	i
34	O=C(NS(=O)(=O)NC1CCCCC1)C1=C(N2CCCC2)COC1=O	-4	-1	3	i
35	C/C(Cl)=C/Cn1c(N2CCCC2)nc2c1c(=O)n(C)c(=O)n2C	9	2	2	i
36	Cn1c(=O)c2c(ncn2CC(=O)Nc2cc(S(=O)(=O)N3CCCCC3)ccc2O)n(C)c1=O	-1	-2	-3	i
37	CC(C)(C)OC(=O)N1CCN(C(=O)c2[nH]cnc2C(=O)Nc2nccs2)CC1	-2	2	-3	i
38	C[C@@H]1O[C@@H](OC[C@H]2O[C@@H](Oc3cc(O)c4c(=O)cc(-c5ccc(O)c(O)c5)oc4c3)[C@H](O)[C@@H](O)[C@@H]2O)[C@H](O)[C@H](O)[C@H]1O	11	8	59*	i
39	CN(CC1CCCO1)S(=O)(=O)c1ccc(C(=O)Nc2nc(-c3ccccn3)cs2)cc1 (configuration not stated)	-1	1	6	i
40	O=C(NNC(=O)C1CCN(C(=O)Nc2ccccc2)CC1)c1ccc(F)cc1	1	3	3	i

More structures
no.	canonical_smiles	HDAC3 inh	GSK3A inh	Dyrk1A ADPGlo	KCNK3 block
41	NC(=O)C1CCCN(C(=O)c2cccc(S(=O)(=O)N3CCCCCC3)c2)C1 (configuration not stated)	0	-1	1	i
42	O=C(COC(=O)c1n[nH]c(=O)c2ccccc12)NCc1ccccc1	3	-3	-3	i
43	Cc1ccccc1NC(=O)COC(=O)C1=COCCO1	-1	-1	-2	i
44	COC(=O)CNC(=O)c1nn(-c2cccc(OC)c2)c(=O)c2ccccc12	13	1	-3	i
45	Cc1coc2c(O)cc3c(c12)OC1(N2CCCCC2)C(=O)NCCCC31 (configuration not stated)	1	6	10	i
46	CC(C)NC(=O)c1ccc(NC(=O)CC2SC(N3CCCCC3)=NC2=O)cc1 (configuration not stated)	-2	-1	-5	i
47	COc1ccc(NC(=O)CN2C(=O)NC3(CCCc4ccccc43)C2=O)c(OC)c1 (configuration not stated)	-1	-6	-2	i
48	CCOC(=O)C(C)N(c1ccccc1Cl)S(C)(=O)=O (configuration not stated)	3	-2	-2	i
49	CN1C/C(=C/c2cccnc2)C(=O)/C(=C/c2cccnc2)C1	7	-2	-2	i
50	C=CC[C@@H](CC(=O)N[C@@H](CO)Cc1ccccc1)C(=O)N[C@@H](COC(=O)[C@H](CC=C)CC(=O)OC(C)(C)C)Cc1c[nH]c2ccccc12	39*	-3	-1	i
51	CSc1nnc(NC(=O)C2CCCCC2)s1	-11	-5	2	i
52	COc1cccc(CNC(=O)c2ccc(NC(=O)CC3SC(N4CCCC4)=NC3=O)cc2)c1 (configuration not stated)	5	-2	7	i
53	CCN(C(=O)CSc1ccccn1)C1CCCCC1	-6	0	-4	i
54	NC(=O)CSc1nnc(-c2cc(-c3cccs3)nc3ccccc23)o1	-6	0	3	i
55	O=C(CCCN1CCC(O)(c2cccc(C(F)(F)F)c2)CC1)c1ccc(F)cc1	1	-2	12	i
56	Cc1ccc(NC(=O)CSc2nc(C)c(C)c(C)n2)cc1S(=O)(=O)N1CCOCC1	2	4	-1	i
57	O=C(NCCc1ccc(C(F)(F)F)cc1)C1CC(=O)N(c2ccc3c(c2)OCCO3)C1 (configuration not stated)	0	9	-1	i
58	Cc1ccc(C)c(C(=O)CN2C(=O)NC3(CCc4ccccc43)C2=O)c1 (configuration not stated)	3	-2	2	i
59	S=c1[nH]nc(-c2ccco2)n1Cc1ccccc1	6	-2	5	i
60	CCC(C)c1ccc(NC(=O)COC(=O)C2CCCC2)cc1 (configuration not stated)	6	-1	3	i

Exported with values under each structure: entries from further up
Below each SMILES: HDAC3 inh, GSK3A inh, Dyrk1A ADPGlo, KCNK3 block
(27) COc1ccc(SC[C@H](Cc2ccccc2)N2CC[C@@H](O)CCC2=O)cc1
 : 0, -4, -6, i
(28) Cc1ccc(S(=O)(=O)NCC(=O)OCC(=O)N2CC(=O)Nc3ccccc32)cc1
 : -7, 0, -2, i
(29) C#CCOCCOCCOCCNc1nc(N2CCN(C(=O)CCCCCCCCCCNC(=O)Cn3cc(CCCCCN)nn3)CC2)nc(N2CCN(C(=O)CCCCCCCCCCNC(=O)[C@@H]([C@H](C)O)n3cc(C)nn3)CC2)n1
 : 10, 11, 2, i
(30) O=C(OCCCc1cc2ccccc2c(=O)o1)c1ccccc1C(F)(F)F
 : 0, -1, 0, i
(31) Cc1ccsc1C(=O)OCC(=O)NCc1ccccc1
 : 8, 1, 1, i
(32) COc1ccc([C@H]2CC(=O)C=C(c3c(C)cc(C)cc3C)C2)cc1
 : 4, -1, -6, i

(cont.)
no.	canonical_smiles	HDAC3 inh	GSK3A inh	Dyrk1A ADPGlo	KCNK3 block
61	C=CC[C@H](CC(=O)N[C@H](CO)Cc1ccccc1)C(=O)N[C@@H](COC(=O)[C@H](CC=C)CC(=O)OC(C)(C)C)Cc1c[nH]c2ccccc12	44*	-2	-2	i
62	Cn1c(=O)oc2cc(S(=O)(=O)N3CCCC(C(=O)NCc4ccc5c(c4)OCO5)C3)ccc21 (configuration not stated)	-2	1	-6	i
63	CCCCn1c(N)c(N(CC(C)C)C(=O)C2CCC2)c(=O)[nH]c1=O	-4	0	1	i
64	CCc1cccc(NC(=O)CN(C)C2=NS(=O)(=O)c3ccccc32)c1	3	-1	3	i
65	Cc1ccc(NC(=O)c2cc(=O)[nH]c3ccc(S(=O)(=O)N4CCOCC4)cc23)cc1	-2	-2	0	i
66	CN=c1nc(-c2ccccc2)n(-c2ccccc2)s1	56*	0	10	i
67	O=C(C[C@H]1C/C=C\C[C@H](NC(=O)OCC2c3ccccc3-c3ccccc32)C(=O)OC[C@@H]2CCCN2C1=O)NCCO	3	-1	7	i
68	COc1ccc([C@@H]2CC=C(C(=O)O)[C@H](c3ccc(Br)cc3)N2S(=O)(=O)c2ccc(C)cc2)cc1OC	0	-2	-2	i
69	COc1ccc(-c2sc3cc(OC)c(OC)cc3c2-c2ccc(O)cc2)cc1	-8	1	1	i
70	Cc1noc(C)c1C(=O)Nc1nc(-c2ccc(F)c(F)c2)cs1	2	-4	1	i
71	Cc1noc(C)c1NC(=O)Nc1cccc2c1O[C@H](CN(C)S(=O)(=O)c1ccc(F)cc1)[C@@H](C)CN([C@H](C)CO)C2=O	-1	-1	-14	i
72	O=C(COC(=O)Cc1ccc(S(=O)(=O)N2CCOCC2)s1)Nc1ccccc1Cl	-2	-1	-4	i
73	Cc1ccc(NC(=O)CN2C(=O)N/C(=C/c3cccn3-c3ccc(C(=O)O)cc3)C2=O)cc1	6	-2	-1	i
74	Cn1nc(C(=O)NCc2cccc(F)c2)cc1C(=O)NCc1cccc(F)c1	5	3	-2	i
75	NS(=O)(=O)c1ccc(NNC(=O)c2ccc(Br)o2)c([N+](=O)[O-])c1	-2	3	8	i
76	C[C@H](CO)N1C[C@H](C)[C@@H](CN(C)Cc2ccc(Cl)c(Cl)c2)Oc2c(NS(=O)(=O)c3ccc(F)cc3)cccc2C1=O	6	0	-5	i
77	CC(C)N(Cc1ccccc1)C(=O)CN1c2cccc3cccc(c23)S1(=O)=O	0	-5	-2	-10*

Reformatted in transposed form: 2 of the compounds above
(11) CCOc1ccc(NC(=O)CN2CCN(c3ccccc3C)CC2)cc1S(=O)(=O)N1CCCC1
(12) CCO/C=C1\C(=O)N(c2ccccc2)C(=O)c2ccccc21

assay / entry,11,12
HDAC3 inh,3,-5
GSK3A inh,3,-3
Dyrk1A ADPGlo,-2,7
KCNK3 block,i,i
